DAGLB inh: blocks human DAGLB lipase activity. Q8NCG7. HEK293T DAGLB membrane lysate, EnzChek fluorogenic substrate. inhibition, % at 5.17 µM. 340,000 tested, 0.059% active. AID 504411; in the data active = inhibition above about 34%;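 note: 0% = enzyme with vehicle and 100% = wells lacking enzyme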
PKA-R1A activ: PKA-R1A complex activation | P00514+P68181 | PKA-R1A dissociation, Cy5-IP20 fluorescence polarization; scaled: DMSO 0%, 113 µM cGMP 100% | activation, % at 11.4 µM | 340,000 tested, 0.083% active | AID 504707;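 active = percent activation above the mean of all tested compounds plus 3 SD, cut at about 19% in these data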;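 note: higher means more PKAc released from R1A so a rise in polarization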
SUMO Mot1 rescue: SUMOylation pathway inhibition by Mot1-301 growth rescue; S. cerevisiae Mot1-301 growth rescue, ATP luminescence, 38.5C; percent above DMSO median, 100 means doubled; growth rescue, % at 18.8 µM; 320,000 tested, 1% active; AID 2716;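 active = every valid replicate shows activation above 250% relative to neutral control wells; inactive = the rest, any valid replicate at or below 250%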;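 note: OY570 slx delta 5 strain wells were the positive control but not used for scaling; some compounds called inactive have numbers as strong as hits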
PKA-R2B act: PKA-R2B complex activation; activation, % at 11.4 µM; P22694+P31323; 340,000 tested, 0.079% active; PKA-R2B holoenzyme dissociation, Cy5-IP20 fluorescence polarization; R2B truncated from residue 108, S112A mutant; 0% DMSO only, 100% 113 µM cGMP;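 active = activation above a cutoff set at the mean over all compounds plus 3 SD, cut at about 18% in these data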;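 note: higher means more holoenzyme dissociation and a rise in polarization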
AddAB inh: less growth of phage-infected E. coli with AddAB; E. coli expressing H. pylori AddAB, absorbance growth; inhibition, % at 11.9 µM; 330,000 tested, 0.29% active; AID 435030; in the data active = inhibition above about 12%;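 note: 0% = vehicle wells of infected cells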
Tat transport: E. coli Tat transport inhibition. E. coli MC4100 TorA-mCherry Tat export, fluorescence. inhibition, % at 10 µM. 340,000 tested, 0.036% active;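 active = mean replicate inhibition at least 50% and at least half of replicates individually reaching 50%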;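 note: exported cargo escapes ClpAP degradation while cytoplasmic cargo is degraded and loses fluorescence; 0% = median of neutral control wells and 100% = median of NaSCN control wells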
phage Ecoli inh: E. coli growth loss with phage present; growth absorbance; inhibition, % at 11.9 µM; 360,000 tested, 0.26% active; in the data active = inhibition above about 11%
Ecoli viability: reduces bacterial viability in AddAB counter-screen. E. coli V3065 growth, OD600 absorbance, 18 h. inhibition, % at 11.9 µM. 330,000 tested, 0.27% active. AID 449728;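 active = inhibition above the campaign's mean inhibition across all tested compounds plus 3 SD, cut at about 9.9% in these data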;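 note: uninfected addAB+ strain grown without phage in ampicillin broth; 0% = DMSO wells and 100% = ciprofloxacin 0.95 µg/ml wells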
HTR5A ag ctr: counter-screen for OPRM1-OPRD1 agonists: human HTR5A agonism; P47898; HTR5A agonist assay, luminescence, cell-based; activation, % at 9.3 µM; 340,000 tested, 0.61% active; in the data active = activation mostly above about 9.5%, no sharp cut-off; inactive = mostly below about 7.6%;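 note: 0% = cells with vehicle only and 100% = reference agonist; strong numbers were not always called active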
Target sequence (P47898 whole entry, looked up): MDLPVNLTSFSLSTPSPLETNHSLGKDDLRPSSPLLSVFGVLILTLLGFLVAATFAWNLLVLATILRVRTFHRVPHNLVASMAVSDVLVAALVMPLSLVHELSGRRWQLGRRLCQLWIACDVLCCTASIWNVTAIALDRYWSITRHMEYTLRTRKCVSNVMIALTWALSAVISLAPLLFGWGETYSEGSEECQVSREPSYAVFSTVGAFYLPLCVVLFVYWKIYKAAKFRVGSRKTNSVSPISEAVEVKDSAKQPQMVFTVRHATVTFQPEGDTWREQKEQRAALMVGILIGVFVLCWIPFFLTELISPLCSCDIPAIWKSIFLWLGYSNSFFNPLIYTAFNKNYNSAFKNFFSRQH
CDK5 p35 inh: inhibitors of human CDK5/p35 kinase. Q00535+Q15078. Recombinant CDK5/p35, ADP-Glo luminescence, 60 min. inhibition, % at 10 µM. 330,000 tested, 0.01% active;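 active = highest replicate inhibition of at least 50% and at least 75% of replicates reaching 50%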;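 note: plate controls were DMSO neutral control for no effect and GW8510 at 10 µM for full effect; many of its hits are not listed in these tables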
Target sequence (Q00535 whole entry, looked up): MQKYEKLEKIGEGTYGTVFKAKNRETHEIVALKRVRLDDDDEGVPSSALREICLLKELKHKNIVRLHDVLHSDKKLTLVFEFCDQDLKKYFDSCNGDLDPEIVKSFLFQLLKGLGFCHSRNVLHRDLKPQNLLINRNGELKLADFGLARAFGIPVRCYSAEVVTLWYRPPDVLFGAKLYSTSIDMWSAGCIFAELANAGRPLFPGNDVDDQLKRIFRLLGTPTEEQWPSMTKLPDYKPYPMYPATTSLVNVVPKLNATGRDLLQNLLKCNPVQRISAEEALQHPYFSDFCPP
Target sequence (Q15078 whole entry, looked up): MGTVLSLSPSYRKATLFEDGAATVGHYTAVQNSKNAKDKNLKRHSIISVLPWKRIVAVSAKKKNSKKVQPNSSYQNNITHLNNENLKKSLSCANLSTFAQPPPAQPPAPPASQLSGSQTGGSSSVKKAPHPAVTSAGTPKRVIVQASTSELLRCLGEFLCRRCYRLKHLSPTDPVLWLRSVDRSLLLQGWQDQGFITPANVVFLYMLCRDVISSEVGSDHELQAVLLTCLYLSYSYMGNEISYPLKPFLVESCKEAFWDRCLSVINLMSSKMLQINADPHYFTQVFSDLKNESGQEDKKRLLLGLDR
HTR5A inv ag: counter-screen for OPRM1-OPRD1 inverse agonists: human HTR5A inverse agonism | AID 504634 | HTR5A cell line, luminescence | inhibition, % at 9.3 µM | 340,000 tested, 0.083% active; in the data active = inhibition mostly above about 23%, no sharp cut-off; inactive = mostly below about 18%;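 note: 0% = cells with DMSO and 100% = no-cell wells with DMSO; some compounds called inactive have numbers as strong as hits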
An asterisk follows results filed as active; . = no result given; & = joins results of further samples. Rows were taken by chance. Share with any hit: about 2.3%.

| No. | SMILES | DAGLB inh | PKA-R1A activ | SUMO Mot1 rescue | PKA-R2B act | AddAB inh | Tat transport | phage Ecoli inh | Ecoli viability | HTR5A ag ctr | CDK5 p35 inh | HTR5A inv ag |
| --- | --- | --- | --- | --- | --- | --- | --- | --- | --- | --- | --- | --- |
| 1 | O=C(Cc1ccccc1)NNC1CC(=O)N(c2ccc(Br)cc2)C1=O (stereo unspecified) | -2 | 0 | -3 | -14 | 0.2 | -6 | 1.9 | -1.4 | -3 | -4.2 | 7 |
| 2 | COc1cc(-c2nn3c(-c4cccc(C)c4)nnc3s2)cc(OC)c1OC | -2 | -1 | 194 | 1 | 1.6 | -2 | 1.3 | -0.9 | -1 | -0.1 | -16 |
| 3 | COCCNC(=O)C1Nc2ccc(OC(F)(F)F)cc2C2C=CCC12 (stereo unspecified) | 9 | -5 | 3 | 7 | 1.4 | 6 | 3.2 | -1.4 | 2 | -1.3 | -21 |
| 4 | CCn1cc(C(=O)NCc2cccs2)c(=O)c2ccc(C)nc21 | -2 | -10 | -4 | -5 | 1.6 | 16 | 1.9 | 1.3 | 6 | -1.2 | 2 |
| 5 | CCCCSCc1ccc(C(=O)O)o1 | 1 | -8 | 23 | 0 | 4.1 | -3 | -0.3 | 0.8 | 7 | -12 | -11 |
| 6 | COc1cccc2cc(C(=O)C3=C(O)C(=O)N(c4cc(C)on4)C3c3cccs3)oc12 (stereo unspecified) | -2 | 6 | -19 | 4 | -4.6 | -3 | 0.2 | -1.7 | -6 | 0.3 | 16 |
| 7 | O=C(N/N=C/c1ccccc1)NC1CCCCC1 | -2 | -8 | -24 | 3 | 3.4 | -7 | 1.5 | 3.0 | 9 | 1.2 | -39 |
| 8 | COc1ccc(CN2CCN(S(=O)(=O)c3ccc(NC(C)=O)cc3)CC2)cc1 | -3 | -4 | 95 | -6 | -0.3 | 0 | 1.5 | -1.5 | 2 | -1.5 | -45 |
| 9 | CN(Cc1ccccc1)C(=O)c1ccc(NC(=O)Cc2ccc(NC(=O)C3CCN(C(=O)c4ccccc4)CC3)cc2)cc1 | -1 | 3 | . | 0 | . | 0 | 1.9 | . | 2 | -0.5 | -6 |
| 10 | COc1ccc(C2=Nn3c(nnc3-c3ccccc3OC)SC2)cc1OC | 0 | -4 | -31 | -9 | 2.5 | 6 | 2.6 | 0.2 | 5 | 0.8 | -25 |
| 11 | COc1ccc(-c2cn3cccnc3n2)cc1NC(=O)CC(C)C | 0 | 2 | -11 | -13 | 1.6 | -5 | 4.2 | 0.7 | 2 | -1.2 | -34 |
| 12 | Cc1c(Cl)cccc1NC(=O)c1cccc(OC(F)F)c1 | -3 | 4 | 66 | -11 | 2.6 | 9 | 4.4 | -0.1 | -5 | -2.2 | 18 |
| 13 | Cc1cc(N)n(Cc2cccs2)n1 | -4 | 9 | -7 | -11 | 1.1 | -5 | 4.3 | 0.8 | 3 | -5.3 | 10 |
| 14 | O=C1C2C(c3ccccc3)C=CC(c3ccccc3)C2C(=O)N1C1CCCCC1 (stereo unspecified) | -7 | -6 | 4 | -7 | 5.2 | -3 | 0.5 | -0.6 | 2 | -2.9 | 5 |
| 15 | Cc1ccccc1C(=O)Nc1ccc(N2CCOCC2)nc1 | 1 | -5 | -11 | -7 | 2.4 | 2 | 1.6 | 2.0 | -3 | -0.8 | -4 |
| 16 | CC1CN(C(=O)c2ccc(Oc3ccccc3)cc2)CC(C)O1 (stereo unspecified) | -7 | -8 | 42 | 1 | 2.7 | 8 | 0.8 | 2.6 | -6 | -1.6 | 18 |
| 17 | COc1ccc(C(CNC(=O)c2cc(S(=O)(=O)Nc3cccc(C)c3)ccc2C)N2CCCC2)cc1 (stereo unspecified) | 1 | -15 | . | -4 | . | 5 | 0.8 | . | 2 | 1.1 | 8 |
| 18 | COc1ccc(OC)c2c1cc(C(=O)N[C@@H](C)C(=O)N[C@@H](C(=O)O)c1ccccc1)n2C | -1 | 3 | -19 | 8 | -1.6 | -4 | 3.0 | -1.4 | 0 | -2.2 | 1 |
| 19 | CN(CCC#N)C(=O)COc1ccc(Br)cc1Cl | 0 | 1 | -1 | -4 | 1.7 | -3 | 5.3 | 3.2 | 0 | -3.8 | -30 |
| 20 | CCCOc1ccccc1N/C(=N/c1nc(C)cc(C)n1)NC(=O)COc1ccc(OC)cc1 | -12 | -6 | -5 | -7 | 4.8 | 4 | -1.3 | 0.2 | -2 | 0.3 | 1 |
| 21 | Cc1ccc(C)c(Cn2nnc3c(=O)[nH]c(C(=O)NCc4ccco4)nc32)c1 | 7 | -11 | -11 | 4 | 0.9 | -4 | 2.7 | -1.1 | 5 | -4.0 | -3 |
| 22 | N#CCCn1c(-c2nonc2NC(=O)c2ccccc2Cl)nc2ccccc21 | 1 | -7 | -13 | -4 | 0.3 | -3 | 1.4 | -0.1 | -1 | -0.2 | 3 |
| 23 | CC(C)N(Cc1nc(-c2ccccc2)no1)C(=O)C(Cl)(Cl)Cl | -15 | -6 | 93 | -12 | -0.6 | 7 | 2.7 | -0.6 | 1 | 0.8 | -23 |
| 24 | Cc1cnc(NC(=O)c2cc3c(C)nn(Cc4ccccc4Cl)c3s2)s1 | 0 | 1 | -6 | -3 | 0.1 | 0 | 0.6 | 0.7 | 5 | 1.4 | -24 |
| 25 | Cc1cc(C)nc(NS(=O)(=O)c2ccc(N)cc2)n1 | 1 | -3 | -14&-11 | 3 | 0.4&2.2 | -3&3 | 5.5 | -0.2&4.6 | 2 | -0.6 | -9 |
| 26 | Nc1cc(=O)[nH]c(SCc2ccc(Cl)cc2Cl)n1 | 2 | -16 | 136 | 5 | 0.8 | 6 | 2.6 | 0.3 | -1 | -0.5 | 3 |
| 27 | CCOc1ccc(CN(C)C(=O)CNC(=O)C2CCCCC2)cc1 | -2 | 6 | 4 | 1 | -0.2 | -6 | 1.8 | 0.3 | 1 | 1.0 | -19 |
| 28 | O=C(O)Cn1cc(/C=C2\SC(=O)N(c3ccccc3)C2=O)c2ccccc21 | 0 | 4 | 672* | -2 | 1.4 | -7 | 1.8 | 2.0 | -5 | 0.0 | 12 |
| 29 | COC(=O)C(C)n1cnc2c(nnn2-c2cccc(OC)c2)c1=O (stereo unspecified) | -2 | -6 | 4 | -4 | 1.0 | -5 | -1.9 | 0.5 | 2 | 0.2 | -8 |
| 30 | CCOc1ccc2c(c1)ncn2Cc1ccccc1 | -2 | -4 | -3 | -9 | 4.3 | 3 | 5.2 | 0.8 | 3 | 0.5 | 25 |
| 31 | CCC(=O)Nc1sc(C(=O)Nc2ccccc2)c(C)c1C(=O)OC | 1 | -4 | -3 | -3 | 3.0 | 7 | 3.4 | -0.9 | -2 | -0.6 | -28 |
| 32 | O=C(CN(C(=O)CCC(=O)Nc1nccs1)c1cccc(F)c1)NCc1ccc(F)cc1 | 0 | 5 | -20 | -5 | 3.4 | 0 | -0.8 | 1.6 | -2 | 3.0 | -15 |
| 33 | CC(=O)OCCNc1cc(Sc2nc3ccccc3[nH]2)c2nonc2c1[N+](=O)[O-] | -5 | -9 | 10 | 9 | 0.2 | 4 | -1.0 | 1.8 | -6 | 0.3 | -1 |
| 34 | CCOCCCNC(=O)C(c1ccc(OC)cc1)N(Cc1cccs1)C(=O)c1ccccc1O (stereo unspecified) | -3 | -2 | -4 | -1 | 1.5 | 7 | 1.1 | -1.0 | -4 | 1.1 | 6 |
| 35 | COc1cc2c(cc1OC)C(COc1ccc3c(C)cc(=O)oc3c1)N(C(=O)c1ccco1)CC2 (stereo unspecified) | -2 | 2 | 6 | 4 | 4.0 | -4 | 2.2 | -1.5 | 0 | 1.4 | 4 |
| 36 | Cc1nnc2nc(-c3ccccc3)nc(-c3ccccc3)n12 | -8 | -11 | 16 | -9 | 0.0 | -9 | 0.9 | -2.5 | 4 | 2.5 | -16 |
| 37 | COc1cc(C(=O)NCC(c2ccco2)N2CCc3ccccc32)cc(OC)c1OC (stereo unspecified) | 3 | -6 | -24 | -8 | 0.4 | 0 | 1.2 | 0.4 | 6 | -1.9 | 3 |
| 38 | Cc1cc(C)nc(NC(=O)c2ccc(C)o2)n1 | -3 | -11 | 17 | 0 | -0.2 | -2 | 2.7 | 2.1 | 0 | 1.2 | -14 |
| 39 | c1cncc(-c2ccnc3ncnn23)c1 | 1 | -15 | -14 | -5 | 2.0 | -6 | 3.3 | -1.9 | -2 | -0.7 | -15 |
| 40 | Cc1ccc(NC(=O)COC(=O)Cc2c[nH]c3ccccc23)cc1F | -2 | 10 | . | 4 | . | 5 | 3.4 | . | 4 | 1.5 | -7 |
| 41 | CS(=O)(=O)Nc1ccc2c(c1)C(=O)OC2 | 1 | 0 | 4 | 2 | 0.7 | -2 | 1.4 | -3.4 | 4 | 0.5 | -10 |
| 42 | COc1cccc(-c2noc(-c3cccs3)n2)c1 | -15 | -13 | 79 | -3 | 2.6 | 4 | -0.2 | -2.4 | 1 | 1.1 | -3 |
| 43 | CCN(c1ccccc1)S(=O)(=O)c1ccc(Cl)c(NC(=O)CSc2nnc(C)s2)c1 | -2 | -8 | 59 | -4 | -1.3 | -4 | -0.1 | -0.3 | 5 | 0.2 | 7 |
| 44 | O=C1NC(=S)N/C1=C\c1ccc(N2CCOCC2)cc1 | -2 | -12 | -4 | -5 | 3.2 | -3 | 1.9 | -1.1 | 1 | 1.0 | -7 |
| 45 | Cc1cc(Cl)ccc1OCC(=O)Nc1ccccc1C(=O)N1CCOCC1 | 3 | -2 | -5 | -1 | 1.9 | -9 | 1.3 | 0.0 | -2 | 0.9 | 4 |
| 46 | CCOc1ccc(Cl)cc1/C=N/NC(=O)CNC(=O)c1ccccc1 | -1 | 1 | 7 | 3 | 0.9 | -3 | 0.9 | 2.8 | 7 | 0.9 | -15 |
| 47 | O=C(Cn1cnc2cc(Cl)ccc2c1=O)Nc1ccc2c(c1)OCO2 | -2 | 9 | 8 | 10 | 0.6 | -9 | 3.0 | 0.8 | 3 | 2.1 | -25 |
| 48 | Cc1ccc(NC(=O)CSCC(=O)Nc2cc(Cl)ccc2N2CCOCC2)cc1 | -1 | -8 | -4 | -9 | 0.9 | 6 | -0.3 | 0.5 | -2 | -0.1 | 3 |
| 49 | O=C(Cn1nc(-c2ccccc2F)ccc1=O)NCc1ccc2c(c1)OCO2 | 1 | -5 | 6 | 0 | -0.2 | 11 | 0.8 | 1.0 | -3 | -0.6 | -9 |
| 50 | O=C(Nc1ccc(C(=O)N2CCOCC2)cc1)Nc1cccc(Cl)c1 | 4 | -9 | -2 | 6 | 3.2 | 0 | 0.7 | 1.6 | 11 | 0.8 | -37 |
| 51 | CC(NC(=O)Cc1ccccc1)c1ccccc1 (stereo unspecified) | -1 | 19* | -11 | 11 | 0.2 | -3 | 1.0 | -2.3 | 0 | -0.2 | -2 |

Screening results (PubChem BioAssay)
